# Screening results deposited in PubChem by several laboratories.
# p-CIP stab down – compounds decreasing mouse p/CIP protein stability. Q05BA5. 290,000 compounds, 0.01% hits. AID 1984. decrease of EGFP signal, % at 10 µM. F442A p/CIP-EGFP cells, EGFP fluorescence, 16 h;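 active means EGFP signal decrease of at least 30% at 10 µM or well 3 SD below plate mean, unless failing retest; inactive means the rest, including hits failing retest or dose response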; further: some compounds called inactive have numbers as strong as hits; many of its hits are not listed in these tables
# PHOSPHO1 inh – blocks human PHOSPHO1 phosphatase activity | Q8TCT1 | recombinant PHOSPHO1, absorbance phosphatase assay | inhibition, % at 13.3 µM | 290,000 compounds, 1.1% hits; in the data active means inhibition above about 60%
# Target sequence (Q8TCT1 whole entry, looked up): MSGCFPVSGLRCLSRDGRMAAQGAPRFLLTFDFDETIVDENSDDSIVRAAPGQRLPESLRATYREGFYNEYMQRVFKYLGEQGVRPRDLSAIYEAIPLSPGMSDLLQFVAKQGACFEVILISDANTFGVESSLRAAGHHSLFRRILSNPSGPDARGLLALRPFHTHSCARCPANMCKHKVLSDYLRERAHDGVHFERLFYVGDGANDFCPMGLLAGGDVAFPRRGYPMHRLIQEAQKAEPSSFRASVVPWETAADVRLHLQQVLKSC
# IDE cell inh – inhibitors of human insulin-degrading enzyme in cells | 320,000 compounds, 0.41% hits | AID 434962 | inhibition, % at 5.59 µM | HEK cells, FAbetaB cleavage, fluorescence polarization | P14735;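 active means percent inhibition above the average of all tested compounds plus 3 SD, set per screening campaign, cut at about 16% in these data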;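 further: IDE supplied by intact live HEK cells; FP after avidin binding of uncleaved biotin substrate so inhibition keeps polarization high; 0% = DMSO wells and 100% = 60 µM reference IDE inhibitor Ii1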
# GPR7 antag – human neuropeptides B/W receptor 1 antagonism; 290,000 compounds, 1.1% hits; GPR7-expressing cells, fluorescence antagonist assay; inhibition, % at 4.4 µM; in the data active means inhibition above about 16%, passing the limit was not always enough;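 further: cells stimulated with the agonist NPW; 0% = agonist with vehicle and 100% = vehicle without agonist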
# Target sequence (P48145 whole entry, looked up): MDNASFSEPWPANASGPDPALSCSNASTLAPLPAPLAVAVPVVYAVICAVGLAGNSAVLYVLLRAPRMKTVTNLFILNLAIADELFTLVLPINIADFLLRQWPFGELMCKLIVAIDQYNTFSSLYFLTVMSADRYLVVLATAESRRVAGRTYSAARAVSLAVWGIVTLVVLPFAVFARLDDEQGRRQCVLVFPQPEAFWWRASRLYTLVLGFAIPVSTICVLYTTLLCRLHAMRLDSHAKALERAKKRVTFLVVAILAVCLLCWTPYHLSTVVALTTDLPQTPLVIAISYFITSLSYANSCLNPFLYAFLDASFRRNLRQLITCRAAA
# VIM-2 inh – inhibitors of Pseudomonas aeruginosa VIM-2 metallo-beta-lactamase; inhibition, % at 5.6 µM; 290,000 compounds, 0.89% hits; AID 1527; purified VIM-2, nitrocefin hydrolysis, epi-absorbance fluorescence;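 active means inhibition above the mean of all tested compounds plus 3 SD, cutoff set per screening run, cut at about 7.5% in these data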;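 further: red hydrolysis product quenches plate fluorescence so inhibitors raise well fluorescence; 0% = enzyme with DMSO and 100% = DMSO without enzyme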
# IMP-1 inh – blocks Pseudomonas aeruginosa IMP-1 metallo-beta-lactamase; purified IMP-1, nitrocefin hydrolysis, epi-absorbance fluorescence; inhibition, % at 5.6 µM; 290,000 compounds, 0.45% hits; AID 1556;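 active means inhibition above the mean plus 3 SD of all compounds in the same screening run, cut at about 4.5% in these data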;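 further: 0% = IMP-1 with DMSO and 100% = DMSO wells lacking enzyme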
#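 System: purified recombinant IMP-1 beta-lactamase. Medium: Zinc- and detergent-supplemented HEPES buffer, pH 7.1. Compound: one 5.6 µM dose […]. Schedule: 15 min preincubation plus 25 min reaction at 25 °C. Technique: Epi-absorbance fluorescence, 480 nm excitation, 530 nm emission.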
# IDE cell activ – activators of human insulin-degrading enzyme in cells; P14735; HEK cells, FAbeta-B cleavage, fluorescence polarization; 0% vehicle, 100% cell-free pure enzyme wells; activation, % at 5.96 µM; 340,000 compounds, 0.073% hits; AID 493087;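 active means activation above the mean of all tested compounds plus 3 SD, set per screening campaign, cut at about 17% in these data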
# PfM18AAP inh – PfM18AAP enzyme inhibition | recombinant PfM18AAP, H-Glu-NHMec fluorogenic cleavage | inhibition, % at 7.35 µM | 290,000 compounds, 1.2% hits;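 active means inhibition above the campaign mean inhibition over all tested compounds plus 3 SD, cut at about 28% in these data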;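 further: 0% = plate median of test compound wells and 100% = 2 mM ZnCl2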
# NALP1 yeast inh – blocks the NALP1 inflammasome reconstituted in yeast; S. cerevisiae NALP1/ASC/caspase-1 growth, X-gal OD620, 72 h; inhibition, % at 10 µM; 280,000 compounds, 0.61% hits; AID 2071; in the data active means inhibition mostly above about 24%, no sharp cut-off; inactive means mostly below about 32%; further: some compounds called inactive have numbers as strong as hits
# The depositor's hits bear a star; x = no result given. An unsorted share of the library, and some 5.3% of all compounds hit somewhere here.
SMILES,p-CIP stab down,PHOSPHO1 inh,IDE cell inh,GPR7 antag,VIM-2 inh,IMP-1 inh,IDE cell activ,PfM18AAP inh,NALP1 yeast inh
O=C(CCc1ccccc1)NC(=S)Nc1ccccc1[N+](=O)[O-],13,21,-5,3,-1.0,0.9,7,3,19
COc1ccc(Br)cc1CNC(=O)C1CCN(S(=O)(=O)N2CCCCC2)CC1,5,4,4,1,0.5,0.3,-1,-4,9
Cn1c(SCc2ccc(Br)cc2)nc2c(c1=O)SCC2,3,0,3,-7,-0.5,-1.9,-2,0,-12
Cc1ccc(-c2nc(CN(C)Cc3ccc4nccnc4c3)c(C)o2)s1,-10,30,3,-4,-1.1,-1.4,1,1,1
N#Cc1ccccc1NC(=O)COC(=O)CSc1nc2ccccc2o1,-24,19,3,4,-3.5,-4.8,0,-3,x
C=CCn1c(=O)[nH]c2nc3cc(N=CN(C)C)c(C)cc3nc2c1=O,-26,42,-1,-3,5.1,2.0,-8,4,x
Cc1ccc(S(=O)(=O)/N=C2/C=C(C3C(=O)CC(C)(C)CC3=O)C(=O)c3ccccc32)cc1,2,36,6,0,6.8,-3.7,3,-1,3
COc1cccc(N(C(=O)c2snc(C(N)=O)c2N)C(C(=O)NCC2CCCO2)c2ccc3ncccc3c2)c1 (stereo not drawn),-2,37,0,-15,0.3,0.3,2,-2,3
COc1ccc(NC(=O)c2ccco2)c([N+](=O)[O-])c1,10,-1,-2,5,-1.2,-4.0,8,-2,38
Cc1cc(C)n2nc(-c3cnn(C)c3C(F)(F)F)c(Cl)c2n1,-6,46,4,-9,-7.9,-2.5,2,2,5
CC(C)(C)NC(=O)Cn1c(=O)oc2cc(S(=O)(=O)N3CCc4ccccc43)ccc21,0,2,3,-10,-3.0,-3.9,3,-7,14
Cc1cc(NCc2ccco2)nc(N2CCC(C(=O)NC3CCCCC3)CC2)n1,-17,52,-2,2,-1.9,-1.7,4,6,-1
CCCc1ccc2oc(C(=O)N(C)Cc3nccs3)c(C)c2c1,-17,27,9,-7,-2.9,-3.5,-4,-4,7
COc1cc(C(=O)OCC(=O)NC(=O)C2CCCCC2)ccc1OC(F)F,0,40,6,-10,-0.2,-0.2,0,0,17
Cc1c(NC(=O)NC(C)N2C(=O)C3C4C=CC(C4)C3C2=O)c(=O)n(-c2ccccc2)n1C (stereo not drawn),-11,-13,1,-8,0.6,-3.5,0,1,10
CCOc1ccc(N=Nc2c(=O)[nH]n3c(C)cc(C)nc23)cc1,-5,8,5,-9,-2.0,-5.6,3,4,19
O=C(Nc1ncc(Cc2ccccc2Cl)s1)C1=NCCN1,-17,-6,-5,2,-4.0,-2.2,-1,0,16
O=[N+]([O-])c1ccc(CN2C=NS(=O)(=O)c3ccccc32)cc1,-14,32,-4,-2,-0.7,-2.8,6,6,5
CCN(CC)S(=O)(=O)c1cc(NC(=O)C(C)N(C)CC(=O)Nc2c(C)cccc2C)ccc1C (stereo not drawn),7,-10,8,-1,-4.8,-3.5,3,7,10
CCOC(=O)c1c(S(=O)(=O)NCc2ccco2)c(C)n(C)c1C,2,50,1,-7,-4.3,-3.0,2,-1,24
Cc1cccc2sc(NC(=O)CSc3nnnn3C)nc12,9,11,2,-7,-1.3,-1.4,-2,2,21
CCCCNC(=O)CN(c1cc(C(F)(F)F)ccc1Cl)S(C)(=O)=O,-18,-24,5,-10,-2.5,0.7,-1,-5,16
C/C(=N\NC(=O)CC(C)C)c1c(C(F)(F)F)[nH]n(-c2nc3ccccc3s2)c1=O,2,-8,-1,-8,-4.1,-5.3,9,-2,-2
COc1ccc(CN2CCn3ncc(C(=O)Nc4ccc(Cl)cc4Cl)c3C2=O)cc1,7,24,1,2,-1.1,-1.4,0,1,10
Nc1cc(C(=O)O)c(Oc2ccc(Cl)cc2Cl)cc1C(=O)O,0,7,5,-10,-1.2,-4.5,4,4,1
CCCCn1c(O)c(C(CC)=Nc2ccc3c(c2)CCC3)c(=O)[nH]c1=O,-7,3,9,-5,-1.2,-3.4,1,-1,6
CCOC(=O)c1c(-c2ccc(C)o2)csc1NC(=O)CSc1nncs1,6,0,4,4,-4.3,-5.6,-7,-98,9
O=C(O)CC1(CC(=O)Nc2cc3ccccc3cn2)CCCCC1,-6,42,1,-9,-1.7,-2.7,x,3,-6
CCSc1n[nH]c2nc3c(c(=O)n12)C1(CCCCC1)Cc1ccccc1-3,-3,4,1,-10,-1.8,-1.8,-1,-2,20
CCn1c(=O)c(C(=O)CN2CCc3ccccc32)c(N)n(Cc2ccccc2)c1=O,-18,2,1,0,-0.8,2.8,-15,5,32

# Nine of the compounds above, tab-delimited.
canonical_smiles	p-CIP stab down	PHOSPHO1 inh	IDE cell inh	GPR7 antag	VIM-2 inh	IMP-1 inh	IDE cell activ	PfM18AAP inh	NALP1 yeast inh
CCN(CC)S(=O)(=O)c1cc(NC(=O)C(C)N(C)CC(=O)Nc2c(C)cccc2C)ccc1C (stereo not drawn)	7	-10	8	-1	-4.8	-3.5	3	7	10
CCOC(=O)c1c(S(=O)(=O)NCc2ccco2)c(C)n(C)c1C	2	50	1	-7	-4.3	-3.0	2	-1	24
Cc1cccc2sc(NC(=O)CSc3nnnn3C)nc12	9	11	2	-7	-1.3	-1.4	-2	2	21
CCCCNC(=O)CN(c1cc(C(F)(F)F)ccc1Cl)S(C)(=O)=O	-18	-24	5	-10	-2.5	0.7	-1	-5	16
C/C(=N\NC(=O)CC(C)C)c1c(C(F)(F)F)[nH]n(-c2nc3ccccc3s2)c1=O	2	-8	-1	-8	-4.1	-5.3	9	-2	-2
COc1ccc(CN2CCn3ncc(C(=O)Nc4ccc(Cl)cc4Cl)c3C2=O)cc1	7	24	1	2	-1.1	-1.4	0	1	10
Nc1cc(C(=O)O)c(Oc2ccc(Cl)cc2Cl)cc1C(=O)O	0	7	5	-10	-1.2	-4.5	4	4	1
CCCCn1c(O)c(C(CC)=Nc2ccc3c(c2)CCC3)c(=O)[nH]c1=O	-7	3	9	-5	-1.2	-3.4	1	-1	6
CCOC(=O)c1c(-c2ccc(C)o2)csc1NC(=O)CSc1nncs1	6	0	4	4	-4.3	-5.6	-7	-98	9

# Later entries
SMILES,p-CIP stab down,PHOSPHO1 inh,IDE cell inh,GPR7 antag,VIM-2 inh,IMP-1 inh,IDE cell activ,PfM18AAP inh,NALP1 yeast inh
CCC(=O)Nc1cccc(-n2nnnc2SCC(=O)NCc2ccco2)c1,2,19,3,-1,-1.1,-1.2,1,2,13
CCN1C(=O)[C@H]2[C@@H](c3ccc(C)cc3)N3C(=O)N(c4ccc(C(F)(F)F)cc4)C(=O)[C@@]3(CC(C)C)[C@H]2C1=O,-1,36,2,-9,-2.3,-4.5,3,4,14
Cc1cc(C(=O)NC2=NCCS2)cs1,-13,1,0,-8,-2.9,-1.0,0,8,-2
CC(=O)c1cccc(NC(=O)C(C)OC(=O)Cc2n[nH]c(=O)c3ccccc23)c1 (stereo not drawn),-8,41,1,-14,-4.0,-2.4,2,6,12
CC1CCOC2(O1)C(=O)Nc1ccccc12 (stereo not drawn),-1,-14,-2,-7,-3.5,-2.3,3,-2,15
COc1ccc(N=C2SC(CC(=O)Nc3ccccc3)C(=O)N2CC2CCCO2)cc1 (stereo not drawn),2,21,-2,3,-0.3,-2.3,6,0,14
CCN(CC)S(=O)(=O)c1cccc(-c2n[nH]c(=S)n2/N=C/c2ccc(Br)cc2)c1,2,70*,0,-4,-2.4,-5.9,-2,8,21
O=C(NC1CCCCCC1)c1cc(S(=O)(=O)N2CCCCC2)ccc1N1CCOCC1,-5,32,0,12,-1.1,-0.2,-2,4,4
COc1ccc(C(=O)O)cc1S(=O)(=O)N1CCN(c2ccccn2)CC1,-20,31,0,-8,-3.7,-1.9,6,3,3
COc1cccc(/C=C2/C(=O)NN(c3ccc(C)c(C)c3)C2=O)c1,6,14,-3,-22,-2.5,-3.0,1,3,13
CCc1ccc(-c2cc(C)no2)cc1S(=O)(=O)Nc1ccc(Cl)cn1,-3,22,-5,-10,-2.1,-0.9,3,-12,30
Cc1cc(C)c(-n2nnnc2SC(C)C)c(C)c1,-17,10,12,5,-0.3,-0.5,2,0,29
CNc1c(NS(=O)(=O)c2cc(NC(C)=O)ccc2C)c(=O)oc2ccccc12,-5,-14,8,-8,-0.1,-0.1,-2,3,25
c1ccc(-c2nc(N3CCOCC3)sc2-c2ccccc2)cc1,-10,12,4,-30,-0.8,-2.3,3,0,8
CCC1Oc2ccc(C)cc2N(CC(=O)NC2CCCCC2)C1=O (stereo not drawn),17,14,6,32*,-2.0,-5.0,0,-5,4
CCc1nnc(NC(=O)c2ccc(-c3ccc(Cl)cc3)o2)s1,-5,12,-1,18,-0.8,-3.9,-3,-2,13
O=C(O)C1CCCCC1C(=O)NCCc1ccncc1 (stereo not drawn),2,34,1,-15,-5.0,1.6,0,4,3
N#C/C(=C\c1cn(CCOc2ccccc2)c2ccccc12)C(=O)NCc1ccco1,-10,32,2,-20,-0.8,-1.8,3,-6,-9
O=[N+]([O-])c1nn(-c2ccccc2)[n+]([O-])c1N1CCN(c2ccccc2F)CC1,-8,-5,0,-11,-2.4,-4.0,2,4,-4
Cc1ccc(OCC(O)CN2CCCC2)cc1 (stereo not drawn),-3,40,1,-18,-1.9,-1.5,1,2,-1
COC(=O)C(O)(CC(=O)Nc1cc(OC)c(OC)c(OC)c1)C(F)(F)F (stereo not drawn),2,-14,1,0,-3.1,-1.6,6,2,-93
Cc1nc2sc(C(c3ccco3)N3CCOCC3)c(O)n2n1 (stereo not drawn),4,-2,6,-10,-0.6,-4.5,-4,3,30
CCc1ccc(C(O)(c2ccccc2OC)C(CN2CCOCC2)c2ccccc2)cc1 (stereo not drawn),-2,-14,1,-10,1.6,0.1,4,-14,2
O=C(O)c1ccccc1C(=O)Nc1ccccc1[N+](=O)[O-],-3,16,5,-7,-1.9,-1.3,3,-10,-31
CCOc1ccc(/C=N/NC(=O)C(=O)NCc2ccco2)cc1,-5,6,1,-6,-2.7,-4.1,6,7,30
CCN(CC)S(=O)(=O)c1ccc(OC)c(NC(=O)c2ccc([N+](=O)[O-])cc2)c1,18,-5,2,-2,-0.6,-1.6,5,-2,-3
COc1ccc(C(=O)Nc2ccc(S(=O)(=O)Nc3ncccn3)cc2)cc1OC,-5,60*,4,-5,-1.0,-2.0,0,0,-5
CCCCNC(=O)N1CCN(C(=O)C2CCCO2)CC1 (stereo not drawn),-11,23,-1,-11,-1.8,-1.2,1,11,19
COc1ccc(CC(=O)Nc2nc(C)cs2)cc1OC,9,14,8,-11,-0.8,-0.4,-2,10,8
